High-throughput results as filed in PubChem.
Growth percent in the NCI-60 one-dose screen (48 h, 10 µM unless noted): 100 = growth as untreated, 0 = no growth, -100 = all killed.
MCF7: MCF7 breast cancer; hit rate 6.3% among 82,000; AID 1794796
HS 578T: HS 578T breast cancer; hit rate 4.1% among 78,000
MALME-3M: MALME-3M melanoma; hit rate 5.8% among 78,000; AID 1794766
MDA-MB-231: MDA-MB-231 breast cancer. hit rate 5% among 81,000
T-47D: T-47D breast cancer; hit rate 5% among 79,000; AID 1794792
BT-549: BT-549 breast cancer | hit rate 4.4% among 78,000
LOX IMVI: LOX IMVI melanoma; hit rate 7.4% among 79,000
SK-MEL-2: SK-MEL-2 melanoma; hit rate 4.7% among 77,000
Numbers without * were called inactive; . = no result given; & = joins results of further samples. How the source made its calls: active means growth percent below 10; inactive means the rest.

SMILES	MCF7	HS 578T	MALME-3M	MDA-MB-231	T-47D	BT-549	LOX IMVI	SK-MEL-2
CN1CCN(c2ccc(C(=O)/C=C/c3cccc(C(F)(F)F)c3)cc2)CC1	18	97	87	91	75	89	64	100
[O-]/[N+](=C\c1ccc(-n2cc(Cc3ccccc3Cc3cn(-c4ccc(/C=[N+](/[O-])c5ccccc5)cc4)nn3)nn2)cc1)c1ccccc1	91	110	102	103	94	83	88	111
Cc1cc2nc(C/C(=N/O)c3ccncc3)c(C/C(=N/O)c3ccncc3)nc2cc1C	99	106	86	102	90	89	97	.
N#Cc1c(-c2cccc(F)c2)cc(-c2cccnc2)[nH]c1=O	92	104	103	104	93	98	99	110
COc1cccc(Cn2cc(C(=O)Nc3cccnc3Nc3ccc(Cl)cc3)nn2)c1	103	95	112	101	79	97	95	111
COc1cc(-c2nn(-c3ccc(C(=O)O)cc3)cc2C(=O)O)ccc1O	35	76	57	93	93	70	44	88
CN(C)c1ccc(NC(=O)c2ccc(/C=C/C(=O)c3ncc[nH]3)cc2)cc1	12	88	88	72	47	63	15	92
Cc1ccc(S(N)(=O)=O)cc1Cl	96	117	116	98	102	78	114	103
Cc1c(C(=O)NCCCC(=O)NO)sc2ncnc(Nc3ccc(F)c(Cl)c3)c12	91	100	116	100	113	118	96	113
COC(c1ccccc1)C(Br)C(=O)c1ccccc1 (stereo unspecified)	99	111	88	93	.	92	98	96
CC(C)(Br)C(=O)Nc1ccccc1	91	114	105	106	99	103	107	.
Fc1cccc(CSc2ncnc3c2ncn3C2CCCCO2)c1 (stereo unspecified)	92	114	97	112	92	109	91	112
NS(=O)(=O)c1cc(Cl)cc(Cl)c1O	89	104	110	112	106	.	101	108
COC1OC2COC(c3ccccc3)OC2C(NC(C)=O)C1OC(C)=O (stereo unspecified)	98	105	112	115	104	123	97	116
O=C1O[C@H]([C@H](O)CO)C(O)=C1O	103	117	119	97	114	93	95	104
CCN1CCN(C(=O)[C@]23CCC(C)(C)C[C@H]2C2=CC[C@@H]4[C@@]5(C)CC/C(=N/O)C(C)(C)[C@@H]5CC[C@@]4(C)[C@]2(C)CC3)CC1	37	84	63	9.2*	37	87	.	96
COc1ccc(-c2cc(Cc3cccs3)c(=O)n(Cn3cncn3)n2)cc1	93	106	.	88	94	109	98	.
O=[N+]([O-])c1ccc(N/N=C\c2ccc(Cl)c(Cl)c2)nc1	93	97	112	107	97	109	101	110
CCO/C=C(\Sc1nc(-c2ccc(Cl)cc2Cl)c(C#N)c(=O)[nH]1)C(=O)c1ccc(Br)cc1	100	113	94	129	89	88	108	90
Cc1csc(Nc2nc(-c3cccnc3)nc(C(Cl)(Cl)Cl)n2)n1	86	109	100	109	104	98	.	113
O=C(O)COc1ccccc1Cl	104	111	104	104	106	115	.	107
CCOP(=O)(OCC)OC[C@]12CCC(C)(C)C[C@H]1C1=CC[C@@H]3[C@@]4(C)C/C(=C\c5cccnc5)[C@H](OP(=O)(OCC)OCC)C(C)(C)[C@@H]4CC[C@@]3(C)[C@]1(C)CC2	6.1*	61	19	45	16	33	22	45
CC(C1SC(=S)NC1=O)C1SC(=S)NC1=O (stereo unspecified)	98	106	124	104	102	105	104	108
O=C1Nc2ccccc2/C1=C/c1cccn1CCCCCCn1c2ccccc2c(=O)c2ccccc21	1.0*	96	91	75	-3.0*	63	91	86
CCCC(=O)NC(c1cccnc1)c1cc(C(C)=O)c2cccnc2c1O (stereo unspecified)	19	70	39	37	42	32	27	63
O=C(OCc1ccc2cccc(O)c2n1)c1cc2ccccc2[nH]1	75	83	110	89	87	91	95	100
COc1cc(/C=C/CO)cc(OC)c1O[C@@H]1O[C@H](CO)[C@@H](O)[C@H](O)[C@H]1O	93	96	102	90	93	104	96	108
COc1ccc(CCN2CCC(CN(C)Cc3cnn(-c4ccccc4)c3)CC2)cc1	12	67	18	22	36	33	2.0*	37
O=C(O)CN1CCc2c(sc3ncnc(N4CCN(c5ccccc5)CC4)c23)C1	93	96	99	85	93	87	98	122
C/C(=N/NC(=O)c1cc2ccccc2oc1=N)c1ccc(C)cc1	89	110	101	103	90	101	98	94
CN(C)CCOc1c(Cc2ccccc2)ccc2ccccc12	84	82	98	78	78	96	83	113
NC(=O)c1cccc(-n2ccc3cc(NC(=O)c4ccc(F)c(C(F)(F)F)c4)ccc32)n1	70	53	82	70	33	67	64	88
C=C1C(=O)O[C@H]2[C@H]1CC/C(COC(=O)N[C@@H](Cc1c[nH]c3ccccc13)C(=O)OC)=C\CC[C@@]1(C)O[C@@H]21	12	78	-38*	25	-17*	45	-38*	41
CCOc1nc(-c2ccco2)n2nc(-c3ccco3)cc2n1	40	96	122	98	84	119	98	117
COc1ccc(C2=NN(C(=O)[C@H]3[C@@H](c4cc(Cl)ccc4OCC(=O)O)c4sc(=O)[nH]c4S[C@@H]3C)C(c3ccc4ccccc4c3)C2)cc1 (stereo partly specified)	101	104	103	97	95	106	103	113
CC(=O)c1nc2ccccc2n1CCn1cncn1	76	107	106	81	98	105	84	.
Cn1c(=O)c2[nH]c(NC(N)=S)nc2n(C)c1=O	99	94	85	98	.	97	95	99
CCOC(=O)c1nn(-c2ccc([N+](=O)[O-])cc2)c(=N/N=C(\C)c2c(O)c(OC)c3occc3c2OC)s1	88	106	105	93	91	105	95	112
O=C(C1C(O)CC2c3ccccc3N(Cc3ccccc3)C21)N1CCCCC1 (stereo unspecified)	98	100	104	106	112	101	100	113
O=C(NCCCl)NCCN1c2nc3ccccc3cc2Sc2cc3ccccc3nc21	18	58	60	40	69	40	50	41

Sorted by heavy-atom count (descending): five of the compounds above.
SMILES	MCF7	HS 578T	MALME-3M	MDA-MB-231	T-47D	BT-549	LOX IMVI	SK-MEL-2
C=C1C(=O)O[C@H]2[C@H]1CC/C(COC(=O)N[C@@H](Cc1c[nH]c3ccccc13)C(=O)OC)=C\CC[C@@]1(C)O[C@@H]21	12	78	-38*	25	-17*	45	-38*	41
COc1ccc(CCN2CCC(CN(C)Cc3cnn(-c4ccccc4)c3)CC2)cc1	12	67	18	22	36	33	2.0*	37
COc1cc(-c2nn(-c3ccc(C(=O)O)cc3)cc2C(=O)O)ccc1O	35	76	57	93	93	70	44	88
COC(c1ccccc1)C(Br)C(=O)c1ccccc1 (stereo unspecified)	99	111	88	93	.	92	98	96
Cc1ccc(S(N)(=O)=O)cc1Cl	96	117	116	98	102	78	114	103

Complete entries, quoted from the list.
O=C(NCCCl)NCCN1c2nc3ccccc3cc2Sc2cc3ccccc3nc21 across the screens: MCF7 = 18; HS 578T = 58; MALME-3M = 60; MDA-MB-231 = 40; T-47D = 69; BT-549 = 40; LOX IMVI = 50; SK-MEL-2 = 41
COc1ccc(C2=NN(C(=O)[C@H]3[C@@H](c4cc(Cl)ccc4OCC(=O)O)c4sc(=O)[nH]c4S[C@@H]3C)C(c3ccc4ccccc4c3)C2)cc1 (stereo partly specified) across the screens: MCF7 = 101; HS 578T = 104; MALME-3M = 103; MDA-MB-231 = 97; T-47D = 95; BT-549 = 106; LOX IMVI = 103; SK-MEL-2 = 113
CCOC(=O)c1nn(-c2ccc([N+](=O)[O-])cc2)c(=N/N=C(\C)c2c(O)c(OC)c3occc3c2OC)s1 across the screens: MCF7 = 88; HS 578T = 106; MALME-3M = 105; MDA-MB-231 = 93; T-47D = 91; BT-549 = 105; LOX IMVI = 95; SK-MEL-2 = 112

Additional results
SMILES	MCF7	HS 578T	MALME-3M	MDA-MB-231	T-47D	BT-549	LOX IMVI	SK-MEL-2
Cc1ccc(N=NNc2ccc(C)cc2)cc1	84	89	98	70	72	76	87	74
CC(C)C(=O)Nc1cccc(Cl)c1	94	112	110	99	100	104	98	104
CCOC(=O)[C@@H]1CCCN(S(=O)(=O)c2ccc(S(=O)(=O)N(CC)CC)cc2)C1	54	90	77	89	61	59	56	99
CCOC(=O)C1CCN(S(=O)(=O)c2ccc3c(c2)CN(C(=O)C(F)(F)F)CC3)CC1	79	92	92	103	100	103	96	124
Cc1ccc2nc(NC(=O)CSc3nc(Nc4ccccc4C(=O)O)c(C#N)c(-c4ccccc4)n3)sc2c1	94	95	104	98	91	98	96	104
Cc1cc(Sc2cc(C)cc(C(C)(C)C)c2O)c(O)c(C(C)(C)C)c1	53	91	86	92	73	101	94	86
COc1ccc(OC)c(-c2cc(-c3ccccc3)c3c(N)c(C(=O)c4ccccc4)sc3n2)c1	92	111	101	95	68	108	98	88
Nc1n[nH]c(-c2ccccc2CO)c1-c1nc2ccccc2s1	101	107	112	97	107	114	100	104
O=c1[nH]nc(-c2ccc(Cl)cc2)cc1Cc1ccccc1	92	103	.	79	84	.	93	101
c1ccc(CCN2CCC3CC2c2ccccc23)cc1 (stereo unspecified)	97	117	94	117	87	77	98	106
COc1ccccc1/C=N\NC(=O)c1ccncc1	100	108	108	105	95	95	101	107
COc1ccc2c(c1)O/C(=C/c1ccc(OCC(=O)Nc3ccc(S(=O)(=O)N=C(N)N)cc3)c(OC)c1)C2=O	72	84	117	92	94	96	95	102
COc1cc(C2CC(c3ccc(Cl)cc3)=NN2C=O)ccc1OCCN(C)C (stereo unspecified)	87	74	81	73	91	69	88	98
COc1c(/C(C)=N/N=c2sc(C(C)=O)nn2-c2ccc(Cl)cc2)c(Oc2ccccc2)c(OC)c2occc12	88&100	103	101&102	101&107	76&99	103&115	96&92	114&111
O=C(O)CC(Sc1ccc(Cl)cc1)C(=O)Nc1ccccc1 (stereo unspecified)	103	98	.	117	97	.	.	115
N#CC1CC2C=CC1CC2 (stereo unspecified)	99	94	105	109	99	106	101	110
Nc1cc2c(cc1Br)-c1ccc(F)cc1C2O (stereo unspecified)	79	104	.	84	85	103	.	96
CS(=O)(=O)c1ccc(N2N=C(c3ccc(Cl)cc3)CCC2=O)cc1	78	99	.	85	91	93	82	84
CCCCSc1nnc(-c2c(C)nc3ccc(Br)cn23)o1	41	86	95	72	78	105	84	108
COC(=S)S	93	100	105	102	94	111	94	124
O=C1OC(Cc2ccccc2)(c2ccccc2)c2ccccc21 (stereo unspecified)	96	106	98	100	92	78	79	106
O=C(Cn1nc(-c2ccccc2)ccc1=O)N/N=C1\SCC(=O)N1C1CCCCC1	91	88	95	92	96	97	92	104
N#Cc1nc(-c2ccccc2)oc1S(=O)(=O)n1ncnc1N	81	111	10	95	94	100	82	93
CC(=O)C(=O)NCCCCC(=O)Nc1ccccc1	94	105	111	110	107	115	107	117
COc1ccc([C@H](C)Nc2nc(Cl)nc3ccccc23)cc1	29	.	67	.	49	60	.	70
CCn1c(=O)c2c(=O)c3c4c(oc3oc2c2ccccc21)C(=O)c1ccccc1C4=O	62	94	113	6.3*	-10.0*	85	32	80
C/C(=N\NC(=O)c1ccncc1)c1ccc(Cl)cc1Cl	100	120	123	115	103	90	95	115
O=C(Nc1ccc(-n2cc(-c3ccncc3)c(-c3ccc(Cl)c(O)c3)n2)cc1)c1ccc(Cl)c(Cl)c1	28	-35*	44	31	72	.	29	.
CC(=O)Oc1c(Br)cc(Br)cc1-c1ccccc1	100	.	107	103	95	98	93	97
CCOC(=O)c1c(Cc2[nH]c(C=O)c(C)c2OC(=O)CC)[nH]c(C=O)c1C	79	90	101	66	72	.	81	95
O=C1CCC(C(=O)N/N=C/c2ccccn2)N1 (stereo unspecified)	98	101	114	115	99	107	100	106
ClCCOCCOc1ccccc1	97	89	120	85	.	.	96	98
CCOC(=O)c1cnc2sc(-c3ccccc3)nc2c1Cl	54	95	91	100	98	114	79	103
O=C(Nc1ncc(Cc2ccccc2)s1)c1ccccc1	75	98	95	109	84	98	76	89
CC(O)C1Cc2ccccc2C(=O)O1 (stereo unspecified)	100	109	108	106	124	135	107	124
COC(OC)/C(=N\N(C)C)c1ccccc1	98	.	105	109	113	102	111	97
COc1cc(C2SCC(=O)N2c2ccc(F)cc2)ccc1OCC(=O)Nc1ccc(C(C)=O)cc1 (stereo unspecified)	87	105	108	95	93	96	95	104
O=C1CC(c2ccc(Cl)cc2Cl)c2cnn(Cc3ccc4c(c3)OCO4)c2N1 (stereo unspecified)	97	105	92	99	84	90	96	94
C#CC1(O)CCC2C3CCC4=C(CCC(=O)C4)C3CCC21C (stereo unspecified)	119	99	72	96	94	113	110	82
Cc1nc(-c2ccc(F)cc2)ccc1NC(=O)Nc1cc(C(F)(F)F)cc(C(F)(F)F)c1	95	94	133	115	104	109	94	96

Individual results from the results shown.
CC(O)C1Cc2ccccc2C(=O)O1 (stereo unspecified) – MALME-3M: 108
CC(=O)C(=O)NCCCCC(=O)Nc1ccccc1 – BT-549: 115

Next part:
SMILES	MCF7	HS 578T	MALME-3M	MDA-MB-231	T-47D	BT-549	LOX IMVI	SK-MEL-2
O=C(Cc1ccccc1[N+](=O)[O-])c1ccc2c(c1)OCO2	97	93	96	109	94	92	97	99
CC(=O)Nc1c(OC(C)=O)ccc2cc(Br)ccc12	95	95	103	95	90	96	85	.
CCCn1cc(/C=N\N=C2\C(=O)Nc3c(C)cc(C)cc32)c2ccccc21	77	96	89	101	57	.	94	96
CCCCCCCCn1ccc2cc(NC(=O)CN3CCN(c4nc(C)cc(N5CCOCC5)n4)CC3)ccc21	59	105	98	83	73	95	86	96
CN(C)c1ccc(/C=C2\C=C(c3nc4ccccc4s3)OC2=O)cc1	71	92	98	74	78	110	91	107
O=C(Nc1ccccc1)Sc1c(Cl)c(Cl)c(Cl)c(Cl)c1Cl	104	97	85	104	76	97	99	86
C=CCn1c(SCC(=O)Nc2ccc(C(=O)/C=C/c3ccc(OC)c(OC)c3)cc2)nnc1-c1c[nH]c2ccccc12	53	110	93	101	106	93	43	107
CCCC(=O)CC(=O)c1cccs1	98	109	92	97	97	114	99	110
COc1cccc(C2SCC(=O)N2n2cnnc2)c1 (stereo unspecified)	104	105	106	101	103	109	102	103
CC1CCN(C)CC1	102	108	102	114	92	101	97	.
CN1CCC(OC(c2ccccc2)c2ccccc2)CC1	100&107	98&97	116&89	104&86	103&88	107&94	102&94	115&117
O=[N+]([O-])c1cnc2ccccc2c1N[C@H](CO)c1ccccc1	90	92	108	97	80	96	100	93
